# Bioassay records (PubChem)
# Pf apPOL block: Pf-apPOL DNA polymerase inhibition | Recombinant Pf-apPOL, molecular beacon fluorescence, 1.5 h | inhibition, % at 10 µM | 210,000 compounds, 0.25% hits | AID 1794808
# mHTT-CaM PPI inh: mHTT-calmodulin interaction abrogation; P42858; AlphaScreen His-mHTT/GST-CaM binding, luminescence; inhibition, % at 15 µM; 190,000 compounds, 3.6% hits;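 further: 0% = both proteins with DMSO and 100% = one protein alone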
# An asterisk follows results filed as active; x = no result given; & = joins results of further samples. No stated cut-off is given here; in the data, active means inhibition above about 50%; inactive means the rest.
# Each structure is followed by: mHTT-CaM PPI inh, Pf apPOL block
> CC(=O)Oc1ccc2c(=O)c(C(C)=O)c(C)oc2c1
 : 5, -6
> COc1ccc2c(OC)c3c(nc2c1OC)OCC3
 : x, -1
> CC(NC(=O)CCc1c[nH]c2ccccc12)c1ccccc1 (centres undefined)
 : 4, -3
> COc1ccc2c(c1)OCC1c3cc4c(cc3OC21)OCO4 (centres undefined)
 : x, -5
> COc1ccc(OC)c(/C=C2N=C(/C=C/c3ccc(Cl)cc3Cl)OC/2=O)c1
 : 4, -8
> Cc1cc(C)c(-n2c(O)c(C=C3C=Nc4ccccc43)c(=O)[nH]c2=O)c(C)c1
 : 100*, 2
> Cc1cccc(C(=O)N(C(C)C)C(C)C)c1
 : -5, -4
> COc1ccc(CNC(=O)C2CCCN(c3nccc(C)n3)C2)cc1 (centres undefined)
 : -13, 0
> COc1ccc2c(c1)OC(=Cc1ccc(OC(=O)N3CCOCC3)c(OC)c1)C2=O
 : 4, -2
> O=C(NCc1ccccc1F)C(=O)NCC(c1ccc2c(c1)OCO2)N1CCOCC1 (centres undefined)
 : -4, 7
> NC1=NN=C(c2ccc3c(c2)OCCO3)CS1
 : 11, x
> CN(C)c1ccc(C(CNC(=O)C(=O)NCCC2=CCCCC2)N2CCCC2)cc1 (centres undefined)
 : 18, -2
> Cc1ccc(C2CC(C(F)(F)F)n3ncc(C(=O)NCc4ccc5c(c4)OCO5)c3N2)cc1 (centres undefined)
 : 16, 7
> CCC1Oc2ccc(Cl)cc2N(CC(=O)NCc2ccc(OC)cc2OC)C1=O (centres undefined)
 : -9, -16
> Cc1ccn2cc(C(=O)N3CCN(c4ccccc4C)CC3)nc2c1
 : 5, 0
> CCc1ccc(C(=O)NNc2ccc(Cl)cc2)cc1
 : x, -6&-10
> COc1cccc(C(=O)Nc2c3c(nn2-c2ccc([N+](=O)[O-])cc2)CSC3)c1
 : 37, -4
> CCOc1ccc(C(C)NC(=O)CCc2ccccc2)cc1 (centres undefined)
 : -7, -5
> O=C(Nc1ccccc1Sc1ccccc1)C12CC3CC(C1)CC(n1cnc([N+](=O)[O-])n1)(C3)C2
 : 11, -12
> Cc1cc(NC(=O)c2sc3nc(-c4ccncc4)ccc3c2N)ccc1Br
 : 19, -9
> COc1ccccc1C1C2=C(CC(C)(C)CC2=O)Nc2nnnn21 (centres undefined)
 : 0, -2
> CCCN(C)C1CN(Cc2cn(Cc3ccc(Cl)cc3)nn2)S(=O)(=O)C1 (centres undefined)
 : -10, -6
> COc1ccc(-c2cn3c4c(=O)n(C)c(=O)n(C)c4nc3n2-c2cccc(C(F)(F)F)c2)cc1
 : 4, 3
> N#Cc1c(N)sc2c1CCCCC2
 : 11&10&28, -2&3
> Nc1ccc(-c2ccc(S(=O)(=O)c3ccc(-c4ccc(N)cc4)cc3)cc2)cc1
 : 62*, -2
> CC1=C(C(=O)Nc2ccc(Cl)cc2)C(c2ccc(Cl)cc2Cl)n2ncnc2N1 (centres undefined)
 : 59*, 6
> CCN1CCN(S(=O)(=O)c2cc(-c3csc(C)n3)ccc2C)CC1
 : 2, 0
> CNc1nc(C)nc(-c2ccccc2O)n1
 : -9, -8
> Brc1cccc(-c2nnc3sc(CN4CCOCC4)cn23)c1
 : -1, 2
> O=C(NCc1nnc2n1CCCC2)c1ccc(F)cc1
 : -11, -2

# (listing goes on)
# Each structure is followed by: mHTT-CaM PPI inh, Pf apPOL block
> COc1ccc(C(=O)C(C#N)=Cc2cccs2)cc1
 : x, -10&-8
> O=C(Nc1ccc2c(c1)CCC2)c1cnn2c1NC(c1ccco1)CC2C(F)(F)F (centres undefined)
 : 2, 2
> COc1ccc2c(Cl)c(C(=O)Nc3ccc(F)cc3)sc2c1Cl
 : -6, -7
> O=C(Nc1ccccc1Cl)N1CCC(CCOc2ccncc2)CC1
 : -2, -5
> CCC(C)NC(=O)CSc1nc2nc(C)c(Cc3ccccc3Cl)c(C)n2n1 (centres undefined)
 : 10, 6
> CSc1ccc(-c2c(C#N)c(N)n3c(nc4ccccc43)c2C#N)cc1
 : -1, -1
> Cc1ccccc1OCc1nc(C#N)c(NCCCn2ccnc2)o1
 : 8, -11
> CC(=O)Nc1ccc(-c2nc3ccc(NC(C)=O)cc3o2)cc1
 : 2, 0
> Cc1ccc(C2CC(=O)Oc3cc(C)c(Br)c(C)c32)cc1 (centres undefined)
 : -26, -4
> CC(NC(=O)Cc1csc(SCC(=O)Nc2ccc(F)cc2)n1)c1ccccc1 (centres undefined)
 : -11, -3
> COc1ccccc1NC(=O)COc1cc(C)c(Cl)c(C)c1
 : -4, -6
> COc1cccc(CNC(=O)C2CCN(c3nccn4nc(-c5cccs5)cc34)CC2)c1
 : 39, -1
> CC(C)(C)NC(=O)CSc1nnc(-c2ccccc2)o1
 : -4, 2
> Cc1cc(NC(=O)c2ccc3c(c2)OCO3)nc2c1c(=O)oc1ccccc12
 : -1, 1
> CC1(C)CCCC(C)(C)N1CC(O)COC1CCCC1 (centres undefined)
 : 0, -4
> CCOc1ccccc1CN1CCN(S(=O)(=O)c2ccc(NC(C)=O)cc2)CC1
 : 18, -11
> CCS(=O)(=O)c1ccc(Cl)cc1
 : -2, x
> Cn1nc(C(F)(F)F)c(-c2ccc(F)cc2)c1NC(=O)C(C)(C)C
 : x, -6&-2
> Cc1ccc(S(=O)(=O)Nc2ccccn2)c(C)c1C
 : 0, -11
> O=C(C1CCCCC1)N1CCCC(c2ccnc(Nc3cccc(F)c3)n2)C1 (centres undefined)
 : 72*, -3
> Cc1ccc(Cl)cc1OCc1nnc2n1CCCCC2
 : 29, -1
> COc1ccc([N+](=O)[O-])cc1C1=N/C(=C/c2cccc(OC)c2OC)C(=O)O1
 : -3, -5
> Cc1sc2c(c1C)C(=O)C(=CNc1ncccn1)S(=O)(=O)N2C
 : x, -10
> CN1C(=O)CCc2cc(C(=O)NCc3ccccn3)ccc21
 : -4, -14
> COc1ccc(S(=O)(=O)Nc2cc(S(=O)(=O)c3ccccc3)c(O)cc2C)cc1
 : 6, 0
> Cc1ccccc1C1=N/C(=C/c2ccc([N+](=O)[O-])cc2)C(=O)O1
 : -1, 3
> O=C(c1ccccc1)c1ccccc1C(=O)N1CCOCC1
 : -11, -7
> COc1cc(OC)c2c(c1)C(=O)N(C1CC1)C(=O)C2=O
 : -5, x
> CS(=O)(=O)N1CCN(C(=O)CN2CCN(c3ccc4c(c3)OCCO4)C2=O)CC1
 : -9, -4
> Cc1ccccc1S(=O)(=O)N1CCC2(CC1)NCCN=C2NCc1cccc(F)c1
 : -5, -4

# Structures from the list above that contain a thiophene ring, fused or not:
# Each structure is followed by: mHTT-CaM PPI inh, Pf apPOL block
> Cc1cc(NC(=O)c2sc3nc(-c4ccncc4)ccc3c2N)ccc1Br
 : 19, -9
> N#Cc1c(N)sc2c1CCCCC2
 : 11&10&28, -2&3
> COc1ccc(C(=O)C(C#N)=Cc2cccs2)cc1
 : x, -10&-8
> COc1ccc2c(Cl)c(C(=O)Nc3ccc(F)cc3)sc2c1Cl
 : -6, -7
> COc1cccc(CNC(=O)C2CCN(c3nccn4nc(-c5cccs5)cc34)CC2)c1
 : 39, -1
> Cc1sc2c(c1C)C(=O)C(=CNc1ncccn1)S(=O)(=O)N2C
 : x, -10

# Next structures:
# Each structure is followed by: mHTT-CaM PPI inh, Pf apPOL block
> O=C(NCc1ccccc1)NCC(O)(c1ccccc1)C(F)(F)F (centres undefined)
 : -8, -8
> CSc1snc(OC(C)C)c1C#N
 : -11, x
> O=C(c1ccc(F)c(F)c1)N1CCC(Cc2nnc(-c3ccccc3)o2)CC1
 : 11, -3
> Cn1c(C2CCN(C(=O)NCc3ccc(F)cc3)CC2)cc(=O)n2nccc12
 : -8, 1
> COc1ccccc1NC(=O)c1ccc(Br)c(S(=O)(=O)N2CCCCC2)c1
 : -15, 4
> Cc1csc(-c2ccc(N3CCN(C(=O)c4ccc(C)c(F)c4)CC3)nc2)n1
 : -10, 4
> COc1ccc(CCN(C)CCc2ccc(OC)c(OC)c2)cc1OC
 : x, -6
> CCN1CCn2cc(C(=O)N3CCN(c4ccccc4F)CC3)nc2C1
 : 24, -4
> CCn1ccc2sc(C)c(C(=O)NC3CCCC3)c2c1=O
 : 19, -5
> CC(C)CCNC(=O)c1ccc2c(c1)nc1n2CCCC1
 : -2, 4
> Cc1ccc(-c2nc(N=CNOC(=O)c3ccc([N+](=O)[O-])cc3)sc2C)cc1Cl
 : x, 4
> O=CC(C=O)=C1Sc2ccccc2N1Cc1ccccc1
 : 4, -5
> COc1ccc(-c2cn3nc4c(nc3n2)[nH]c2ccc(OC)cc24)cc1
 : 24, -2
> COc1ccc(C2CN(C(=O)c3ccc(C)cc3)CC2C(=O)N2CCCCC2)cc1 (centres undefined)
 : 24, 1
> CCOc1cccc2c1OC1(C)CC2NC(=O)N1c1cccc(Cl)c1 (centres undefined)
 : 10, 2
> CC(=O)c1ccc(NC(=O)CSc2nnc(-c3ccco3)n2C)cc1
 : x, 30
> CS(=O)(=O)N(Cc1ccccc1)c1ccc(C(=O)NCc2ccncc2)cc1
 : -1, -4
> Cc1cc(C(=O)N2CCN(CCNC(=O)c3ccsc3)CC2)c(C)o1
 : -9, 1
> O=C(CSc1nnc(-c2cccc(F)c2)n1-c1ccccc1)Nc1ccccc1
 : -7, 4
> O=c1oc2ccc(Cl)cc2cc1-c1nnc(NCc2ccc3c(c2)OCO3)s1
 : -8, -5
> CN(CCO)c1ccc2c(c1)OC[C@H](Cc1ccccc1)NS2(=O)=O
 : -5, -10
> COC(=O)C1=C(C(=O)OC)[C@]2([C@@H]3CCCCN[C@@H](Cc4ccccc4)C(=O)N3Cc3ccccc3)C=C[C@H]1O2
 : 11, -2
> CC(=O)N1c2ccc(S(=O)(=O)N(CC(C)C)CC(C)C)cc2CC1C (centres undefined)
 : 3, -5
> O=C(CSc1nc2ccccc2o1)N1CCc2ccccc2C1
 : -17, 11
> Nc1nc(SCCCCN2C(=O)c3ccccc3C2=O)nc2sc3c(c12)CCC3
 : 4, 9
> COc1cc(SC)ccc1C(=O)Nc1ccc(S(=O)(=O)N2CCOCC2)cc1
 : -3, -10
> CC(=O)Nc1ccc2occc2c1
 : 0, -5
> COc1ccc(NC(=O)CSc2ccncc2)c([N+](=O)[O-])c1
 : -1, 0
> Cc1cc2nc3c(c(=O)n2[nH]1)CCCC3
 : 4, -3
> Cc1nc(OCC(=O)Nc2ccc(Br)cc2F)c2ccccc2n1
 : 16, 2

# New compounds follow.
# Each structure is followed by: mHTT-CaM PPI inh, Pf apPOL block
> COc1ccccc1CNC(=O)CN(c1cccc([N+](=O)[O-])c1)S(C)(=O)=O
 : -2, 3
> COc1ccc(NC2OC(=O)c3c2ccc(OC)c3OC)c(OC)c1 (centres undefined)
 : 13, -1
> Oc1c(C(Nc2cccc(Cl)c2)c2ccncc2)ccc2cccnc12 (centres undefined)
 : 100*, -10
> CCC(=O)N1CCc2sc(S(=O)(=O)Nc3ccc(CC)cc3)cc2C1
 : 14, -5
> COc1ccc(C(=O)c2cc([N+](=O)[O-])ccc2N2CCCC2)cc1
 : 15, -4
> CCOc1ccccc1NC(=O)C1CC(=O)N(c2ccc(OC)cc2)C1c1ccc(OC)cc1 (centres undefined)
 : 18, -1
> Cc1cccc(C2=NC3(CCN(Cc4ccccc4F)CC3)NC2=O)c1
 : 25, -8
> Cn1nc(COc2cccc(F)c2)c2c1CCN(S(=O)(=O)c1ccc(Cl)s1)C2
 : 28, -2
> CN(C)C(=O)c1cccc(N2CCNC(c3ccccc3)C2)n1 (centres undefined)
 : -1, -10
> COc1ccc(Cl)cc1NC(=O)N1CCCC1c1nc(-c2ccccc2)no1 (centres undefined)
 : -10, 0
> CC1(C)OC2OC(C(=O)Nc3ccccc3F)C3OC(C)(C)OC3C2O1 (centres undefined)
 : -4, 4
> Cc1cc(C(=O)N2CCC3(C2)NCc2ccccc2NC3=NC2CCCC2)nn1C (centres undefined)
 : 4, -7
> CC(=O)Nc1ccc(S(=O)(=O)Nc2ccc(C)cc2C)cc1
 : 3, -8
> CC(C)(C)NC(=O)C1CCN(c2ccc3c(c2)OCCO3)C1=O (centres undefined)
 : 2, 2
> CCC(=O)N1CCc2sc(S(=O)(=O)Nc3ccc(OC)c(Cl)c3)cc2C1
 : 16, -5
> N=c1c(S(=O)(=O)c2ccccc2)cc2c(=O)n3ccccc3nc2n1CC1CCCO1 (centres undefined)
 : 3, -3
> O=C(Nc1ccccn1)c1ccc(NC(=O)C2C3C=CC(C3)C2C(=O)O)cc1 (centres undefined)
 : -2, 1
> Cc1cc(NC(=O)C2CCCN(c3nnc4ccccn34)C2)ccc1F (centres undefined)
 : -5, -2
> CCc1cc2c(=O)c(-c3ccc(F)cc3)c(C)oc2c(CN(C)C)c1O
 : 4, -7
> Cc1ccc2oc(=O)n(C3CCN(C(=O)c4ccccc4)CC3)c2c1
 : 10, -4
> CC(Cc1cccs1)NC(=O)NCc1cccc2ccccc12 (centres undefined)
 : -8, -2
> CC(O)C12c3ccccc3C(c3ccccc31)C1C(=O)N(c3ccc(F)cc3)C(=O)C12 (centres undefined)
 : 26, -5
> CC(=O)N1c2c(cc(Br)cc2S(=O)(=O)NCCc2ccccc2Cl)CC1C (centres undefined)
 : 5, -6
> CCCNC(=O)C1CC(c2ccccc2OC)=NO1 (centres undefined)
 : -10, -2
> Nc1nnc(Cc2ccc(Cl)cc2)s1
 : -4, 0
> Cc1ccnc(NC(c2ccccc2[N+](=O)[O-])c2ccc3cccnc3c2O)c1 (centres undefined)
 : 100*, -3
> CNC(=O)c1cccc(C(=O)N(C)c2ccccc2)n1
 : -2, -4
> COC(=O)[C@H](CC(C)C)N1Cc2nnn(Cc3ccc(C)cc3)c2-c2cc(F)ccc2S1(=O)=O
 : 4, -4
> Cc1cccn2c(=O)c3cc(C(=O)NC4CCCCC4)c(=N)n(CCN4CCOCC4)c3nc12
 : 0, 7
> O=C(Nc1nc2c(s1)CCCC2)c1cccs1
 : 7, 0
> COc1ccc(C(=O)NC2(c3nc(-c4ccncc4)no3)CCCCC2)cc1OC
 : 40, 7
> Cc1c(C=CC(=O)Nc2nccs2)sc2ccccc12
 : x, -2

# Two entries from above, field by field.
> CC(C)CCNC(=O)c1ccc2c(c1)nc1n2CCCC1
  mHTT-CaM PPI inh: -2 | Pf apPOL block: 4

> Cc1ccc(-c2nc(N=CNOC(=O)c3ccc([N+](=O)[O-])cc3)sc2C)cc1Cl
  mHTT-CaM PPI inh: x | Pf apPOL block: 4
